Assay outcomes from PubChem.
TRPV1 ag = activates the human vanilloid receptor TRPV1; TRPV1-expressing cells, Fluo-8 calcium influx, agonist mode; AID 540275; activation, % at 8.33 µM; 0.19% of 320,000 active; in the data active means activation above about 80%; inconclusive means between about 30% and that limit; further: 0% is about no effect
Target sequence (Q8NER1 whole entry, looked up): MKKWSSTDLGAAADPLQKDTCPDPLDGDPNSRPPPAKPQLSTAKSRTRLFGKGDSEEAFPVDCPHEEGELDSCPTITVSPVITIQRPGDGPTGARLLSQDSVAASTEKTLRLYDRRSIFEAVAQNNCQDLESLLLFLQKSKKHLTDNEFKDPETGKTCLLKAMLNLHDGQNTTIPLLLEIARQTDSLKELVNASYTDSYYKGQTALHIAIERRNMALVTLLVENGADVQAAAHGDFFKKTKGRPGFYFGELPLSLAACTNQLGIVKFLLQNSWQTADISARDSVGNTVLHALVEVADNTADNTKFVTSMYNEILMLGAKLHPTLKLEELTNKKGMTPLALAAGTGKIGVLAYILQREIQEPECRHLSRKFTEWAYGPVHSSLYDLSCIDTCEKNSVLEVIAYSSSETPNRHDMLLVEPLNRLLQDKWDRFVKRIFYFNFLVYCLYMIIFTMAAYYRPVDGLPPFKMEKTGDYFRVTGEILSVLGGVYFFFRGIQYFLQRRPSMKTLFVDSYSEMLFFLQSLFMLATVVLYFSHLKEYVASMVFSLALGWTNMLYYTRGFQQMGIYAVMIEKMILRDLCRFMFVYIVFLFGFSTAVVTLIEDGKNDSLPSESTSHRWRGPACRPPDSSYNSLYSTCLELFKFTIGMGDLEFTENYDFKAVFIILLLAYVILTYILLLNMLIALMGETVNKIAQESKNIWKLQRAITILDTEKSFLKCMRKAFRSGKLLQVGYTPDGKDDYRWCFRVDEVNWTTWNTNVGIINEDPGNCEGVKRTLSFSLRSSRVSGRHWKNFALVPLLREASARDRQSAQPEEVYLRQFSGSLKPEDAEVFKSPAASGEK
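Fluo-8 calcium influx in TRPV1-expressing cells, kinetic read (ex 480/em 520 nm). Compound added and read 3 min for agonist activity, followed by capsaicin at EC20 final and 2 min further read for enhancement.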
ASM inhibitor = inhibitors of human secretory acid sphingomyelinase. P17405. placental ASM, HMU-PC fluorogenic substrate, 60 min. Potency, µM (top dose mostly 57.5 µM), for the others: at the top dose activity change, negative = inhibition, actives largely listed as inhibitors. 0.006% of 340,000 active. AID 504937; further: potency means the concentration at half of the fitted maximal effect
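Human placenta-derived ASM preincubated with compound 10 min at room temperature, then reacted with 9 uM (final) fluorogenic HMU-PC substrate for 60 min at 37 C. Stop solution raises pH to 10; fluorescence read at Ex 386/Em 447 nm.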
BRCA1 expr act = increases BRCA1 expression. 1.1% of 380,000 active. AID 624202. Potency, µM (highest dose often 46.1 µM), inactives show at the top dose activation, usual class: activators. MCF7-BRCA1-FFLuc reporter, luminescence, 48 h; response scale: scaled: vehicle 0%, 10 µM genistein 100%; further: potency means the concentration at half of the fitted maximal effect; nearly all actives have a fitted effect of over 80% in size; some results filed as inactive show a strong effect at the top dose
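Luminescence from a BRCA1-driven firefly luciferase in MCF7 cells was the read-out, taken 15 min after substrate addition following 48 h compound exposure at 37 °C. Data were normalized to a 10 microM genistein control and DMSO vehicle.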
p53 reactivator = mutant p53 re-activation in reporter cells; Potency, µM (doses to about 92.2 µM), for inactives: at the highest dose activity change, positive = activation, most hits filed as activators; AID 504706; H1299 p53-A138V BP100-luciferase reporter, luminescence, 24 h; 0.063% of 320,000 active; further: potency means the concentration at half of the fitted maximal effect; % of control where 0% means no effect; nearly all actives have a fitted effect of over 45% in size
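p53-null H1299 cells stably carrying temperature-sensitive p53-A138V and a BP100-luciferase reporter were pinned with compounds (4-point, 1:5 series) and held 24 hrs at 37 deg C. Luminescence was read 10 min after detection reagent.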
B2AR arrestin = agonists driving beta-arrestin recruitment to human beta2-adrenergic receptor; P07550; beta-arrestin recruitment to beta2AR, cell-based reporter; Potency, µM (titrated, usually from 46.1 µM), without a hit: at the top dose activation, hits mostly activators; 0.02% of 330,000 active; AID 492947;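 further: potency means the concentration at half of the fitted maximal effect; 0% = DMSO controls and full agonism = EC100 isoproterenol or metaproterenol; nearly all actives have a fitted effect of over 65% in size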
USP2a block = inhibitors of human ubiquitin-specific protease USP2a. Potency, µM (series often up to 38.3 µM), without a hit: at the highest dose activity change, negative = inhibition, actives largely listed as inhibitors. USP2 core, Ub-CHOP2 coupled fluorogenic reporter, 485/531. 0.01% of 330,000 active. AID 463254. O75604;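 further: potency means the concentration at half of the fitted maximal effect; plate controls were DMSO wells for no effect and full inhibition by NEM control for full effect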
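Cell-free coupled assay: 10nM USP2 core preincubated 30min RT with compound in Tris-HCl pH 8.0/CaCl2/CHAPS buffer, then 25nM Ub-CHOP2 and 25nM reporter substrate; fluorescence (Ex 485/Em 531) read after 60min RT, normalized to NEM inhibition, concentration-response curves fitted.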
ELG1 genotox = induces genotoxicity in HEK293T cells with luciferase-tagged ELG1; HEK293T ELG1-luciferase reporter, luminescence, 16 h; Potency, µM (top dose mostly 46 µM), for inactives: at the top dose activity change, positive = activation, usual class: activators; 1.3% of 330,000 active; further: potency means the concentration at half of the fitted maximal effect; % of control where 0% means no effect; nearly all actives have a fitted effect of over 60% in size
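HEK293T cells expressing luciferase-tagged ELG1 were treated with compound or DMSO for 16 hr at 37°C. Luciferase activity was then read after 30 min with ONE-Glo at room temperature; rising signal flags genetic stress.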
a7 integrin act = activators of alpha7 integrin expression for muscular dystrophy; alpha7betagal myoblasts, beta-gal FDG fluorescence, 48 h; Potency, µM (highest dose often 38.3 µM), without a hit: at the top dose activation, most hits filed as activators; 0.064% of 350,000 active;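 further: potency means the concentration at half of the fitted maximal effect; 100% = response of the positive control SU9516; nearly all actives have a fitted effect of over 60% in size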
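Alpha7betagal+/- myoblasts (passage 13) were plated 16-24 hr, then exposed to compounds (1:260 dilution of DMSO stock) for 48 hours at 37C. After MPER lysis, β-galactosidase reporter activity was read as FDG fluorescence (ex 480/em 540) after 30 minutes.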
PTAP TSG101 blk = blocks PTAP/TSG101 interaction to inhibit HIV-1 budding; Fluorescence polarization, FITC-PTAP peptide / Tsg101 binding; Q99816; AID 493005; 340,000 tested, under 10 active; Potency, µM (doses to about 115 µM), without a hit: top-dose activity change, negative = inhibition, hits mostly inhibitors; active means well fitted inhibition curve with a large enough effect in the main read-out, with a control signal flat, not every such curve was filed as active; inconclusive means small, poorly fitted or top-dose-only effect, or effect the other way, or a change in a side signal; inactive means no such curve, though single readings can be large or run the other way; further: potency means the concentration at half of the fitted maximal effect; % of control where 0% means no effect
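Fluorescence anisotropy tracks displacement of a FITC-tagged PTAP peptide (50 nM) from the Tsg101 binding domain (10 uM), following a 20 min room-temperature incubation at pH 7.5.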
Eya2 inh = inhibitors of human Eya2 phosphatase activity; Potency, µM (highest dose often 76.9 µM), for the others: at the highest dose activity, negative = inhibition, usual class: inhibitors; recombinant Eya2, OMFP fluorescence dephosphorylation (OMFP is methylfluorescein phosphate); 0.006% of 330,000 active; further: potency means the concentration at half of the fitted maximal effect; on the % scale 0 is the no-effect control and ±100 the full control effect
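Eya2 protein (added as 0.2 uM solution) was preincubated with compound for 10 min at ambient temperature in 50 mM HEPES pH 7.5, 50 mM NaCl, 5 uM MgCl2, 0.05% BSA, 1 mM DTT. OMFP (added at 50 uM) then reacted 10 min; fluorescence read at 485/525 nm.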
uPA surface inh = blocks generation of uPA at the cell surface | cell surface uPA generation assay, qHTS | Potency, µM (series often up to 38.3 µM), for the others: at the top dose activity change, negative = inhibition, most hits filed as inhibitors | 0.31% of 330,000 active; active means well fitted inhibition curve with a large enough effect; inconclusive means small, poorly fitted or top-dose-only effect; inactive means no such curve, though single readings can be large or run the other way; tested in mouse RAW 264.7 cells; further: potency means the concentration at half of the fitted maximal effect; on the % scale 0 is the no-effect control and ±100 the full control effect; nearly all actives have a fitted effect of over 55% in size
* marks the source's active call; other numbers are inactive results; ? = inconclusive; / = not tested or not shown; & = joins results of further samples; [ ] = dose if it differs, or a comment. Unless noted, the call rests on the fitted dose curve; in most records, active means well fitted curve in the direction sought with a large enough effect; inconclusive means small, poorly fitted or top-dose-only effect, or another doubt; inactive means no such curve, though single readings can be large; an effect the other way counts as inactive or inconclusive.

SMILES | TRPV1 ag | ASM inhibitor | BRCA1 expr act | p53 reactivator | B2AR arrestin | USP2a block | ELG1 genotox | a7 integrin act | PTAP TSG101 blk | Eya2 inh | uPA surface inh
Cc1cccc2cc(CN(Cc3cccs3)Cc3nnnn3Cc3ccccc3)c(=O)[nH]c12 | 1 | -5% | -53% | -13% | -3.8% | -1% | -4% | -4% | -7% | 12% | 0%
Cn1ccc(C(=O)OCC(=O)Nc2ccccc2)n1 | -3 | -5% | 37% | 1% | 5.7% | 0% | 0% | 0% | -1% | 7% | -10%
CCn1c(=O)c(C(=O)NNS(=O)(=O)c2ccc(Cl)cc2)c(O)c2ccccc21 | 2 | -13% | -52% | -7% | 0.2% | 0% | -5% | 13% | 0% | 5% | -10%
Cc1ccc(Nc2ncnc3c2oc2ccccc23)cc1 | 93* | -3% | 22% | ? | -1.0% | 1% | 7.3µM* | -16% | -4% | -9% | -4%
Cc1ccccc1NC(=O)C1CCC(=O)N1 (stereo not drawn) | 0 | 0% | -1% | 1% | -0.6% | 0% | -6% | -7% | 5% | -7% | 0%
COCCCNS(=O)(=O)c1cc2c3c(c1)C(C)C(=O)N3CCC2 (stereo not drawn) | -1 | 2% | -7% | -5% | 0.0% | -1% | 1% | 13% | -1% | -4% | -5%
CCOCCCNC(=O)c1cn(C)c2ccc(S(=O)(=O)N(C)C3CCCCC3)cc2c1=O | -7 | / | / | 0% | -0.7% | -4% | -3% | / | / | 1% | /
OC(c1nnc(-c2ccccc2)o1)c1cccs1 (stereo not drawn) | 5 | -1% | 11µM* | -2% | -0.1% | 0% | -6% | -10% | 1% | 12% | -9%
O=C(COC(=O)c1ccc(S(=O)(=O)C(F)F)cc1)Nc1ccccc1C(=O)NC1CC1 | 17 | 6% | -4% | -1% | -1.0% | 1% | 1% | ? | 1% | 22% | 0%
COc1ccc(Cc2nc(-c3ccc(NC(=O)c4cccnc4)cc3)no2)cc1 | 25 | 1% | 8% | 1% | 0.4% | 0% | 2% | -21% | 0% | -4% | -7%
COc1ccc(Cl)cc1NC(=O)CN(C)CC(=O)Nc1cc(OC)c(OC)c(OC)c1 | 29 | 0% | -24% | -9% | 4.8% | 3% | -9% | -32% | -2% | -2% | 3.5µM*
CC(=O)N1CCN(c2nc(-c3cccs3)nc3ccccc23)CC1 | ? | 3% | 3% | -6% | -0.1% | 3% | -9% | -37% | -2% | 11% | -6%
CC(=O)/C(=N\Nc1ccccc1Cl)Sc1nnc(-c2ccccc2)n1-c1ccccc1 | ? | 3% | -11% | -24% | 0.0% | -4% | -2% | 2% | 0% | 2% | -6%
CC(c1nnc(SCC(=O)N2CCc3ccccc32)n1-c1ccc(Cl)cc1)N(C)C (stereo not drawn) | 3 | 1% | -6% | -2% | -0.2% | 0% | -1% | 14% | -4% | -11% | -1%
Cc1nn(CC(=O)N/N=C/c2cccs2)c(C)c1[N+](=O)[O-] | -1 | 4% | -3% | -3% | 0.0% | 3% | -2% | -20% | 2% | 0% | 0%
CCC(C(=O)Nc1ccccc1F)n1nc(C)c2c(C)n(-c3ccccc3)nc2c1=O (stereo not drawn) | 16 | -1% | -17% | 0% | -0.6% | 3% | 0% | ? | 0% | ? | 2%
CCN(Cc1ccccc1)C(=O)COc1ccccc1 | 15 | -3% | 17% | 9% | 0.3% | -1% | 1% | -33% | -2% | -2% | 3%
O=C(C[n+]1cc(-c2ccc(Cl)cc2)n2c1CCC2)Nc1nc(-c2ccc(F)cc2)cs1 | -2 | -19% | 3% | 3% | 0.0% | 0% | -4% | -27% | -7% | 17% | 1%
COc1cc(C)ccc1OCC(=O)NC1CCCCCC1 | ? | 6% | ? | ? | -0.8% | 3% | ? | ? | 0% | -1% | 3%
COc1ccc(NC(=O)COC(=O)CCSc2ccccc2)cc1 | / | -10% | 2% | ? | 4.3% | 0% | -2% | 0% | -1% | -1% | ?
CCCCCCSc1ccc(-c2nc3ccc(C)cn3c2NCc2ccccc2)cc1OC | ? | 491%[activator] | -20%&24% | 18% | 0.1% | 2% | -3% | 14% | -3% | -22% | 2%
Cc1nnc2n1N=CC=C(C(C)(C)C)S2 | 0 | 0% | -18% | 2% | 0.1% | 1% | -1% | -39% | -9% | 5% | 1%
O=c1[nH]c2ccccc2c2ccc(Cl)cc12 | / | -3% | -36% | / | / | / | / | ? | 0% | / | 3%
Cc1cc(C)c(CSc2ncnc3nc[nH]c23)c(C)c1 | -4 | -2% | -23% | -1% | 0.1% | -2% | 4% | 5% | -6% | -3% | -2%
CC(C)c1ccc(NC(=O)COC(=O)CSc2nnc(N)s2)cc1 | ? | -3% | 36% | ? | -0.1% | 2% | 0% | 6% | -2% | -6% | 0%
CCCNS(=O)(=O)c1ccc2c(c1)n(C)c(=O)n2C | -1 | -2% | -20% | -3% | -0.5% | 3% | 1% | 16% | 0% | 3% | -2%
CC1CCCN(S(=O)(=O)c2ccc(NC(=O)CN3CCN(C)CC3)cc2)C1 (stereo not drawn) | 2 | 8% | -15% | -4% | -0.4% | 0% | -1% | 12% | -15% | -6% | /
COc1cccc(CN2CCNC(=O)C2CC(=O)NC2Cc3ccccc3C2)c1 (stereo not drawn) | 0 | 1% | 14% | -3% | 0.3% | -1% | 0% | 34% | -3% | 9% | 15%
Nc1ccccc1C(=O)N(Cc1ccccc1)Cc1ccccc1 | 7 | 0% | -6% | -14% | -0.6% | -2% | -3% | -13% | -1% | -10% | 0%
CCCn1nc2cc(C(=O)NCc3ccc(OC(F)(F)F)cc3)ccc2c1OCC | 18 | 43%[activator] | -4% | -1% | -0.1% | -2% | -3% | 8% | -16% | -45% | 6%
CC(OCC(O)CN(C)Cc1nc2ccccc2c(=O)[nH]1)c1ccc(Cl)cc1 (stereo not drawn) | -4 | -2% | -46% | 19% | -0.4% | 0% | -11% | 10% | -1% | -9% | -28%
Cc1ccc(NC(=O)c2noc3c2CCc2ccccc2-3)cc1 | 0 | 8% | 0% | 15% | -0.1% | -4% | 21µM* | 14% | -1% | 2% | 1%
COc1ccc(NS(=O)(=O)c2c(C)n(C)c(=O)n(C)c2=O)cc1 | -3 | -2% | -20% | / | -0.6% | 0% | 5% | -12% | -1% | -18% | 10%
N#CCCS(=O)(=O)c1nnnn1-c1ccccc1 | 11 | / | / | -47%[inhibitor] | -0.1% | 3% | 6% | / | / | 5% | /
CC(Cl)C(=O)Nc1c2c(nn1-c1ccccc1)CSC2 (stereo not drawn) | 1 | -5% | -4% | -4% | 0.2% | 2% | -1% | 3% | -5% | 10% | -16%
Cc1ccc2occ(/C=N/NC(N)=S)c(=O)c2c1 | -7 | 0% | 13% | 1% | -0.1% | -5% | -1% | -6% | -1% | 5% | 4%
O=S(=O)(c1ccc(-c2cn3ccccc3n2)cc1)N1CCOCC1 | 4 | 4% | -3%[1.84 µM] | 5% | -0.1% | 1% | 11% | -19% | -3% | -21% | 1%
CCCCSc1nnc2c(n1)OC(C(=O)c1ccccc1)Nc1ccccc1-2 (stereo not drawn) | 3 | / | / | -1% | 0.3% | 0% | -1% | / | / | 8% | /
Cc1sc2ncnc(SCC(=O)N3CCC(c4noc5ccc(F)cc45)CC3)c2c1C | 14 | -6% | -5% | -1% | -0.3% | 0% | 0% | -25% | -4% | -20% | 1%
C/C(=N\NC(=O)c1ccccc1)c1ccc2c(c1)OCO2 | 2 | 4% | ? | 11% | -0.8% | 2% | 18µM* | 4% | -5% | 16% | /
O=C1CN(C(=O)COc2ccc(Br)cc2Br)c2ccccc2N1 | -1 | -4% | 14% | 1% | 0.0% | 2% | 11% | -5% | -4% | 10% | -6%
Cc1nn(C(C)(C)C)c(OC(=O)c2ccc3c(c2)OCO3)c1S(=O)(=O)c1ccccc1 | ? | -10% | -52% | 1% | 0.1% | 2% | -6% | -40% | 3% | -3% | 4%
COc1ccc(C(=O)N2CCCC(CCC(=O)NCc3ccc(F)c(F)c3)C2)o1 (stereo not drawn) | 1 | 3% | 0% | 10% | -0.4% | 0% | 10% | -20% | -1% | -15% | -5%
CCN(CC)CCOC(=O)C(c1ccccc1)C1CCCCC1 (stereo not drawn) | / | 0% | -3% | -3% | -1.0% | -5% | -2% | / | -4% | -5% | 5%
